GoLoco inh red: inhibitors of human Gai1-RGS12 GoLoco interaction (red fluorophore); P63096; Gai1:RGS12 GoLoco peptide FP, rhodamine, 10 min; Potency, µM (top dose mostly 61.6 µM), inactives show at the top dose activity, negative = inhibition, most hits filed as inhibitors; 230,000 tested, 0.44% active; AID 880; active means well fitted inhibition curve with a large enough effect, not every such curve was filed as active; inactive means no such curve, though single readings can be large or run the other way; further: on the % scale 0 is the no-effect control and ±100 the full control effect; nearly all actives have a fitted effect of over 30% in size; many of its hits are not listed in these tables
Target sequence (P63096 whole entry, looked up): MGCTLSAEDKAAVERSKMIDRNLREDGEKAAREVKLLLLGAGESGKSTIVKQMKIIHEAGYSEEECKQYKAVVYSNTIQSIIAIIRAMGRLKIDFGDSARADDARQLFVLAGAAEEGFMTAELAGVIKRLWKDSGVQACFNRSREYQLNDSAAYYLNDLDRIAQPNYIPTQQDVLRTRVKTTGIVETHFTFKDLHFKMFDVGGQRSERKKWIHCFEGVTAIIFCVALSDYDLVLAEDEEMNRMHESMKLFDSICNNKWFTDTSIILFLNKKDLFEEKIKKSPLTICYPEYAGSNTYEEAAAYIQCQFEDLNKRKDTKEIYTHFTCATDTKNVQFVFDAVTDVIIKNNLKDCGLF
ALDH1A1 inh: inhibitors of human aldehyde dehydrogenase 1A1 | Potency, µM (series often up to 75.3 µM), without a hit: at the highest dose activity, negative = inhibition, usual class: inhibitors | Purified ALDH1A1, NADH fluorescence, propionaldehyde substrate | AID 1030 | P00352 | 220,000 tested, 7.3% active; active means well fitted inhibition curve with a large enough effect, not every such curve was filed as active; inconclusive means small, poorly fitted or top-dose-only effect, or another doubt; inactive means no such curve, though single readings can be large or run the other way;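 further: plate controls were no enzyme wells and a reference inhibitor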
Target sequence (P00352 whole entry, looked up): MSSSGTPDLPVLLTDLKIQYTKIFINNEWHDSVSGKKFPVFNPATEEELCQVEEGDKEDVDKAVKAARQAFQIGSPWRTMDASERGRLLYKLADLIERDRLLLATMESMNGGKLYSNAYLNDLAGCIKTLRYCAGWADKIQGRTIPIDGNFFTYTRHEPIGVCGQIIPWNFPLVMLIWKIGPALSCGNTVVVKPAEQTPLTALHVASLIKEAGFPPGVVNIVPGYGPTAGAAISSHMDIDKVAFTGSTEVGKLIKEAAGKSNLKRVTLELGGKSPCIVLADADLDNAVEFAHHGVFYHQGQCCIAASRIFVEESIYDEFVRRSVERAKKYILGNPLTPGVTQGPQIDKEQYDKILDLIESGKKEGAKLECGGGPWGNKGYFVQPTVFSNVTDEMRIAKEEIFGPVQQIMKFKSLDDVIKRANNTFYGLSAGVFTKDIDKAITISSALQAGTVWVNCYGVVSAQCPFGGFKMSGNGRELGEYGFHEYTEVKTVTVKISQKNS
SMN2 splice up: SMN2 splice variant enhancement. Potency, µM (titrated, usually from 46.1 µM), inactives show top-dose activity change, positive = activation, hits mostly activators. HEK293 SMN2-luciferase splicing reporter, luminescence, 30-36 h. 210,000 tested, 2.8% active. AID 1458; further: % of control where 0% means no effect; nearly all actives have a fitted effect of over 55% in size
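HEK293 cells carry an SMN2 minigene-luciferase reporter in which exon 7 inclusion puts luciferase in frame. Cells were seeded at 2000 cells/well, attached for 10-12 hours, then exposed to compounds for 30-36 hours at 37C before ONE-Glo luminescence.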
aGlu spleen mod: inhibitors or activators of human alpha-glucosidase in spleen homogenate | 240,000 tested, 0.006% active | P10253 | Potency, µM (titrated, usually from 79.9 µM), without a hit: at the top dose activity change, negative = inhibition, actives largely listed as inhibitors | human spleen homogenate, 4-MU-alpha-glucoside fluorescence;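 further: 0% = enzyme with vehicle and -100% = no enzyme basal signal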
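Human spleen homogenate (1 ug) with 4-methylumbelliferyl-alpha-D-glucopyranoside (1 mM final) in 50 mM citrate/phosphate pH 5.0, 0.01% Tween-20; 40 min at 37 C. Stopped at pH 10; 4-MU fluorescence Ex 365/Em 440 nm; AC50 by Hill fit.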
GAA glycogen: alters human alpha-glucosidase cleavage of glycogen; P10253; recombinant GAA, glycogen substrate, Amplex Red glucose oxidase fluorescence; Potency, µM (highest dose often 76.4 µM), for the others: at the highest dose activity change, negative = inhibition, actives largely listed as inhibitors; 300,000 tested, 0.38% active;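 further: 0% = full enzyme reaction and -100% = no-enzyme basal signal; the screen sought inhibitors and activators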
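Recombinant human alpha-glucosidase (4 nM final) hydrolysed bovine liver glycogen (30 ug) for 40 min at 37 C in pH 5.0 citrate/phosphate with 0.01% Tween-20. Released glucose detected by glucose oxidase/Amplex Red, Ex 573/Em 610 nm. Compounds up to 77 uM; AC50 from Hill fits.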
KDM4E inh: inhibitors of human JMJD2E histone demethylase; JMJD2E catalytic domain, FDH-coupled NADH fluorescence (FDH is formaldehyde dehydrogenase); 230,000 tested, 1.6% active; Potency, µM (series often up to 57.1 µM), inactives show top-dose activity change, negative = inhibition, actives largely listed as inhibitors; active means well fitted inhibition curve with a large enough effect, not every such curve was filed as active; inconclusive means small, poorly fitted or top-dose-only effect, or another doubt; inactive means no such curve, though single readings can be large or run the other way;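 further: 0% = wells with enzyme and -100% = buffer wells without enzyme; nearly all actives have a fitted effect of over 50% in size; many of its hits are not listed in these tables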
aGal spleen mod: inhibits or activates alpha-galactosidase in human spleen homogenate; human spleen homogenate, 4MU-alpha-Gal fluorescence, 40 min; Potency, µM (doses to about 80 µM), inactives show top-dose activity change, negative = inhibition, usual class: inhibitors; 240,000 tested, 0.008% active;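 further: 0% = enzyme with vehicle and -100% = no enzyme basal signal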
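Human spleen homogenate (1 ug) was the enzyme source, with 4-methylumbelliferyl-alpha-D-galactopyranoside (1 mM final) in pH 5.0 citrate buffer with 0.01% Tween-20. Compounds were titrated; after 40 min at 37C, NaOH/glycine stop, 4-MU fluorescence read; AC50 from Hill fits.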
GAA inhib: inhibitors of human lysosomal alpha-glucosidase | P10253 | purified human GAA, 4-MU-alpha-glucoside fluorescence | Potency, µM (titrated, usually from 76.9 µM), for inactives: at the top dose activity change, negative = inhibition, most hits filed as inhibitors | 200,000 tested, 0.005% active;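 further: plate controls were uninhibited enzyme wells for no effect and no-enzyme background for full effect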
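Human enzyme at 4 nM with 400 uM 4-methylumbelliferyl-alpha-D-pyranoside, citrate/phosphate buffer pH 5.0, 0.005% Tween-20, 20 min at room temperature. Compounds up to 77 uM. 4-MU fluorescence (Ex 365/Em 440) read after NaOH/glycine stop; AC50 from Hill fit.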
The depositor's hits bear a star; ? = inconclusive; · = not tested or not shown; [ ] = another dose, or the depositor's remark. Unless noted, the call rests on the fitted dose curve; in most records, active means well fitted curve in the direction sought with a large enough effect; inconclusive means small, poorly fitted or top-dose-only effect, or another doubt; inactive means no such curve, though single readings can be large; an effect the other way counts as inactive or inconclusive. Potency means the concentration at half of the fitted maximal effect. This is a subset; count on the stated rates, not on these rows.

structure | GoLoco inh red | ALDH1A1 inh | SMN2 splice up | aGlu spleen mod | GAA glycogen | KDM4E inh | aGal spleen mod | GAA inhib
O=C(COc1ccccc1[N+](=O)[O-])c1ccccc1 | -2% | 2µM* | -13% | -1% | -14% | 2% | 0% | -5%
O/N=C1/C2C3C(Br)C4C5CC(C1C53)C24 (configuration not stated) | 0% | 8% | -2% | 2% | 2% | 6% | -2% | 9%
O=C(CSc1nccn1-c1ccc(Cl)cc1)Nc1ccc2c(c1)OCO2 | 21% | ? | -43%[inhibitor] | 1% | -5% | -3% | -9% | 0%
CC(=O)NS(=O)(=O)c1ccc(NC(=O)c2cc(-c3ccc(C)cc3)nc3ccccc23)cc1 | -8% | ? | 18% | -3% | 4% | -6% | 0% | 6%
COC(=O)CSc1nnc(-c2cccnc2)n1-c1cc(OC)cc(OC)c1 | 5% | 12% | -2% | 3% | -3% | 4% | 6% | -4%
COc1ccc(-n2c(=O)c(-c3ccc(F)cc3)nc3cncnc32)cc1 | -2% | -9% | · | -9% | · | · | ? | ·
Cc1ccc2nc(SCC(=O)NCc3cccs3)[nH]c2c1 | 2% | 1% | -24% | -4% | 5% | 2% | -11% | 13%
CC(=O)Nc1nonc1-c1nc2ccccc2n1Cc1ccccn1 | -4% | 4% | -1% | -9% | -20% | ? | -13% | -12%
Cc1ccc(NC(=O)c2sc(Cl)nc2C)c(C)c1 | 15% | 6% | -6% | -6% | -5% | 8% | -11% | -1%
CCOC(=O)C1CCN(C(=O)CSc2nccc(C)n2)CC1 | 16% | -1% | 0% | -3% | -10% | -9% | 2% | -2%
COc1ccc(C2CC(=O)c3cnc(N)nc3C2)c(OC)c1 (configuration not stated) | -3% | 1% | 9% | -8% | 11% | -1% | -5% | -3%
O=C(NCc1ccco1)c1ccc(Cn2c(=O)c3sccc3n(Cc3cccc(F)c3)c2=O)cc1 | -3% | -1% | -12% | -1% | -6% | ? | 11% | -1%
O=c1c2ccccc2nc2n1C(CSc1ccc(F)cc1)CS2 (configuration not stated) | -2% | -4% | 0% | 13% | -5% | -1% | 4% | -2%
CCOC(=O)N1CCN(S(=O)(=O)c2ccc(F)c(C(=O)Nc3cc(C)cc(C)c3)c2)CC1 | -2% | -9% | -25% | -1% | -2% | -7% | 3% | -16%
O=C(COC(=O)c1n[nH]c2ccccc12)NC(=O)NC1CCCCC1 | 10% | -8% | -3% | -6% | 5% | ? | -8% | -3%
Clc1cc(Cl)cc(Nc2ncn[nH]2)c1 | -4% | 5% | 4% | -9% | 1% | 2% | -4% | 4%
O=C(CCNC(=O)c1ccco1)Nc1ccc(Cl)cc1 | 1% | 7% | -15% | 0% | -1% | 9% | -10% | 1%
O=C1CC(N2CCC(c3nc4ccccc4o3)CC2)C(=O)N1c1ccc(Cl)c(C(F)(F)F)c1 (configuration not stated) | 65%[activator] | 8.9µM* | 4% | -2% | -4% | 2% | -2% | ?
C=C(C)Cc1c(C)c(C#N)c2nc3ccccc3n2c1N1CCCCC1 | 12% | 13% | -26% | 7% | 2% | 4% | 8% | -11%
Cc1ccc[n+](CC(=O)Nc2c(Cl)cc(Cl)cc2Cl)c1 | -5% | -6% | · | 8% | 7% | 4% | -2% | 5%
CC(C)NC(=O)c1ccccc1NC(=O)Cc1ccc(Br)cc1 | 5% | 0% | 6% | 7% | -1% | -10% | 12% | 1%
CC1(C)CC(C(CCN(Cc2ccccc2)C(=O)c2ccco2)c2ccc(F)cc2)CCO1 (configuration not stated) | -2% | ? | -44%[inhibitor] | -2% | 0% | 1% | -5% | 0%
Clc1ccccc1Nc1nc(-c2cccnc2)cs1 | 14% | ? | 2.8µM* | 5% | -2% | -6% | 7% | ?
CCOC(=O)c1ccc(-n2c(=S)sc3c(=O)[nH]c(C)nc32)cc1 | -2% | 7.1µM* | -14% | -4% | -12% | -1% | -2% | ?
Cc1ccc(N(CC(=O)NC2CCCCC2)C(=O)Cn2nnc(-c3ccc(C)o3)n2)cc1 | 11% | -3% | · | 3% | 13% | -7% | -7% | ?
COc1ccc(-c2oc3ccccc3c(=O)c2OC(C)=O)cc1 | 3% | ? | 26% | 9% | 13% | ? | 4% | 4%
CCC(=O)N(CCc1ccccc1)Cc1cc2cc3c(cc2[nH]c1=O)OCO3 | 12% | ? | -7% | -7% | 21% | ? | 2% | ?
N#CCSc1nc2ccccc2c(=O)n1CC1CCCC1 | 47%[activator] | ? | · | 3% | 9% | -8% | -3% | 9%
NS(=O)(=O)c1ccc(Nc2ncccc2[N+](=O)[O-])cc1 | -3% | -7% | 13% | -24% | 4% | -2% | -11% | -2%
CCNC(=S)N(Cc1cc2cc(C)c(C)cc2[nH]c1=O)C1CCCC1 | 8% | 6% | · | 0% | -10% | -20% | 2% | -22%
CCC(=O)Nc1cccc(NC(=O)c2ccc(C)c([N+](=O)[O-])c2)c1 | 13% | -1% | -3% | 1% | 10% | 0% | -8% | 3%
O=C(NN=c1c(=O)c2ccccc2c1=O)c1ccccc1 | 13% | ? | -65%[inhibitor] | 2% | 5% | -6% | -3% | -14%
CN(C)S(=O)(=O)c1ccc(Cl)c(NC(=O)CN2CCC(Cc3ccccc3)CC2)c1 | 1% | 4% | -40%[inhibitor] | -10% | -7% | 6% | -10% | ?
Cc1ccccc1-c1nc(Cc2ccccc2)no1 | 3% | -3% | ? | -3% | -2% | -5% | 7% | -4%
COc1ccc(OCC(=O)Nc2nccs2)cc1 | 4% | 1% | · | 5% | 6% | 5% | -1% | 8%
COc1cc(/C=N/N(C)C)ccc1OC(=O)c1ccco1 | 4% | 2% | 9% | · | -23% | -2% | 7% | -1%
O=C(Cn1cnc2c(nnn2Cc2ccc(Cl)cc2)c1=O)OCc1ccccc1 | 3% | 13µM* | 3% | 5% | 3% | 5% | 3% | 2%
CC1(C)C2(C#N)C(N)=NC3(OCCO3)C12C#N (configuration not stated) | 0% | 6% | -1% | 4% | -3% | 9% | -13% | 1%
C/C(C/C(C)=C1/SC(=S)NC1=O)=C1\SC(=S)NC1=O | 9% | ? | 1% | 4% | ? | 10% | 3% | -7%
COC(=O)NC1CSCC1OC(=O)CN1C(=O)c2ccccc2C1=O (configuration not stated) | 8% | 2% | 10% | -3% | -2% | 5% | 3% | -4%
c1ccc(SCCSc2ccccc2)cc1 | 3% | 19% | 4% | -4% | · | · | 7% | ·
C[C@@H](O)[C@H]1C(=O)N2C(C(=O)O)=C(S[C@@H]3CN[C@H](C(=O)N(C)C)C3)[C@H](C)[C@H]12 | -3%[21.6 µM] | -11%[20.9 µM] | -1%[20.6 µM] | 6%[29.1 µM] | · | -8%[25.5 µM] | 0%[29.1 µM] | ·
O=C(O)c1ccc(CSc2ncn[nH]2)cc1 | -3% | 16% | 3% | -6% | 4% | 5% | -8% | 6%
O=C(O)C1C2C=CC(O2)C1C(=O)Nc1ccc(S(=O)(=O)N2CCc3ccccc32)cc1 (configuration not stated) | -12% | 10µM* | 12% | -5% | 2% | 7% | 3% | -14%
CC(C)OC(=O)c1cn(-c2ccccc2)nc1-c1ccco1 | 20% | 11µM* | -17% | 4% | 3% | ? | 3% | -12%
COC(=O)Cn1c2c(c3cc(C)ccc31)CCCC2 | -1% | 2% | -9% | 0% | 3% | 2% | 0% | -1%
CCOc1c(C(N)=O)c(-c2ccccc2)c2c(=O)[nH]c3ccccc3n12 | 5% | ? | -16% | 1% | -7% | ? | 7% | 6%
CN(C)c1cc[nH]c(=O)c1C#N | 5% | 4% | 9% | 5% | -4% | 3% | 4% | -6%
CN1c2ccccc2C(C)(C)C12C=Nc1c(ccc3ccccc13)O2 (configuration not stated) | -9% | -14% | -41%[inhibitor] | 6% | 8% | 25µM* | 13% | 1%
NC(=O)C1=CN(C2OC(COP(=O)(O)OP(=O)(O)OC[C@H]3O[C@@H](n4cnc5c(N)ncnc54)[C@H](OP(=O)(O)O)[C@H]3O)C(O)C2O)C=CC1 (some centres not stated) | -11% | 14% | 14% | 21% | · | -10% | -24% | ·

(listing goes on)
structure | GoLoco inh red | ALDH1A1 inh | SMN2 splice up | aGlu spleen mod | GAA glycogen | KDM4E inh | aGal spleen mod | GAA inhib
O=C(c1ccccn1)N1CCN(S(=O)(=O)c2ccc(F)cc2)CC1 | 7% | 1% | -1% | -3% | 4% | 4% | 1% | ?
CCn1c(SCC(=O)NC(C)(C)C)nnc1-c1ccccn1 | -24% | 11% | -8% | -3% | -3% | -5% | 5% | 1%
COc1cc(C2C(C#N)=C(N)Oc3c2ccc2ccccc32)ccc1OCC(=O)Nc1ccc(C)cc1 (configuration not stated) | -2% | 2% | -44%[inhibitor] | -5% | 23% | ? | 0% | 0%
O=c1c2ccccc2nc(-c2ccccc2)n1Cc1ccc(Cl)cc1 | -6% | 6.3µM* | ? | -4% | -4% | 11% | 3% | -9%
CCC(C)(NC(=O)c1ccccn1)C(=O)NC1CCCCC1 (configuration not stated) | 3% | -11% | -35%[inhibitor] | -10% | -14% | 2% | 3% | 5%
CC(CN1CCN(C)CC1)OC(=O)c1cccc(Cl)c1 (configuration not stated) | -3% | · | · | -1% | 3% | 0% | 1% | ·
COc1ccc(OC)c(CNC(=O)c2cc(=O)[nH]c3ccc(S(=O)(=O)N4CCCC4)cc23)c1 | 2% | ? | 8% | -7% | 20% | -3% | -9% | -1%
CN1CCN(C2CC(=O)N(c3ccc4c(c3)OCCO4)C2=O)CC1 (configuration not stated) | -12% | ? | -19% | -3% | -14% | 0% | 7% | 0%
CN1C(=O)CC(N2CCN(C(=O)c3ccccc3)CC2)C1=O (configuration not stated) | -2% | 11% | 1% | 5% | 6% | 10% | 7% | -7%
OCC1(CCOc2ccccc2)CCN(Cc2ccc3cccc(F)c3n2)CC1 | 24% | ? | · | -2% | 6% | -13% | -4% | -2%
O=C(N/N=C/c1ccccn1)NC12CC3CC(CC(C3)C1)C2 | 8% | · | · | 0% | 2% | 7% | 4% | ·
